# PrPC surface inh: reduces human prion protein on the cell surface. P04156. cell surface PrPC, TR-FRET read-out. inhibition, % at 13.8 µM. hit rate 0.43% among 370,000; in the data active = inhibition above about 24%; also: 0% = median of the test wells and 100% = reference compound wells
# UGM FP inh: Mtb UDP-galactopyranose mutase inhibition | P9WIQ1 | purified UGM, fluorescence polarization probe displacement | inhibition, % at 10 µM | hit rate 0.06% among 320,000 | AID 504406; in the data active = inhibition above about 10%, passing the limit was not always enough; inconclusive = no clear call, values can overlap the other calls
# Target sequence (P9WIQ1 whole entry, looked up): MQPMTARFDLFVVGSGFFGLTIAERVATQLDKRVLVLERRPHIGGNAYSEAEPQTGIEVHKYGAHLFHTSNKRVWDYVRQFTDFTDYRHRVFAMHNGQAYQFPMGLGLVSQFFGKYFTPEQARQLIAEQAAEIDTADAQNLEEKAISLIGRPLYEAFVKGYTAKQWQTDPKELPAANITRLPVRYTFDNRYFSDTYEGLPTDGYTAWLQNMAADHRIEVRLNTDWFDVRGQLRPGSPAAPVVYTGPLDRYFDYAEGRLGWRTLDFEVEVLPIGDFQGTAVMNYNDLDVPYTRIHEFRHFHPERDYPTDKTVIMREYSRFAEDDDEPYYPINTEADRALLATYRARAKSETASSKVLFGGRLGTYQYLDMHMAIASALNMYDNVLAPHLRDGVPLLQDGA
# CCHF vOTU inh: CCHFV vOTU protease inhibition. Pep-AMC fluorescence. inhibition, % at 11.5 µM. hit rate 0.55% among 370,000; also: 0% = vehicle wells with enzyme and 100% = no enzyme wells
# BoNT-A LC inh2: inhibitors of Botulinum neurotoxin A light chain protease; multiplex microsphere protease substrate cleavage, flow cytometry; inhibition, % at 10 µM; hit rate 0.17% among 360,000; in the data active = inhibition above about 30%; inconclusive = no clear call, values can overlap the other calls; also: plate controls were buffer without enzyme for full effect and enzyme alone for no effect
# FBA Mtb inh: Mtb fructose-bisphosphate aldolase inhibition; purified M. tuberculosis FBA, fluorescence read-out; inhibition, % at 1 µM; hit rate 2.3% among 360,000; AID 588726; in the data active = inhibition above about 27%;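 also: 0% = vehicle and 100% = reference inhibitor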
# Target sequence (P9WQA3 whole entry, looked up): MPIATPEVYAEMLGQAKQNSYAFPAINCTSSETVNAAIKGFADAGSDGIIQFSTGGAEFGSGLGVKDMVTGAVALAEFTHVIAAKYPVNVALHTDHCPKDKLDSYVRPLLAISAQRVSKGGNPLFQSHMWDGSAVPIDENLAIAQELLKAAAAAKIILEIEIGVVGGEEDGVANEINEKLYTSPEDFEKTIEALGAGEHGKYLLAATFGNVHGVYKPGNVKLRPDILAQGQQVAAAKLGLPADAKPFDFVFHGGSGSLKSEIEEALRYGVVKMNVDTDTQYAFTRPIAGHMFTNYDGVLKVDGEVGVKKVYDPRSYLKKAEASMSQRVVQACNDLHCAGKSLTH
# GDH-TPI inh: counter-screen for M. tuberculosis FBA inhibitors: GDH-TPI coupled enzymes; inhibition, % at 4.8 µM; GDH-TPI coupled enzyme counterscreen, NADH absorbance; hit rate 1.2% among 360,000; AID 588335;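 also: 0% = DMSO wells and 100% = wells lacking the enzyme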
# BoNT F protease: BoNT F light chain protease inhibition | AID 588497 | inhibition, % at 10 µM | hit rate 0.22% among 360,000 | Multiplex microsphere protease cleavage assay, flow cytometry; in the data active = inhibition above about 35%, passing the limit was not always enough; inconclusive = no clear call, values can overlap the other calls; also: plate controls were buffer without enzyme for full effect and enzyme alone for no effect
# FadD28 FP inh: M. tuberculosis FadD28 bisubstrate binding inhibition; FadD28 bisubstrate probe binding, fluorescence polarization; inhibition, % at 12.5 µM; hit rate 0.22% among 360,000; in the data active = inhibition above about 8.5%, passing the limit was not always enough; inconclusive = no clear call, values can overlap the other calls
# BioA inh: inhibitors of Mycobacterium tuberculosis BioA enzyme; inhibition, % at 9.99 µM; hit rate 0.096% among 360,000; purified M. tuberculosis BioA enzyme, plate reader; in the data active = inhibition above about 40%; inconclusive = no clear call, values can overlap the other calls
# Numbers without * were called inactive; u = inconclusive; x = no result given. Rule as the data show it, unless noted: active = inhibition above about 30%; inactive = the rest.
Compound	PrPC surface inh	UGM FP inh	CCHF vOTU inh	BoNT-A LC inh2	FBA Mtb inh	GDH-TPI inh	BoNT F protease	FadD28 FP inh	BioA inh
COc1ccccc1OCCCCN1CCN(c2ccccc2OC)CC1	-7.4	0.7	12.6	0.2	-3.2	12.2	0.7	1.2	-0.7
COc1ccc(N2CCN(C(=O)c3ccc(N(C)S(=O)(=O)c4ccc(C)cc4)cc3)CC2)cc1	1.6	-1.7	5.8	-0.7	-1.2	-3.2	-1.6	-1.8	x
CCc1nnc(NS(=O)(=O)c2ccc(NC(=O)c3ccccc3OC)cc2)s1	6.5	0.8	-2.0	-1.4	-1.5	11.2	-1.6	-2.1	1.5
Nc1nc2nonc2nc1N	-4.2	-0.4	-5.8	-0.5	0.3	7.4	2.2	-1.4	-2.5
COc1ccc(N=Cc2c[nH][nH]c2=O)cc1	4.5	1.7	2.2	-1.0	-3.0	18.6	-5.9	0.7	0.8
CCN(CCCNC(=O)c1ccc2c(c1)NC(=O)CN2C)c1cccc(C)c1	2.2	0.4	3.6	1.8	-3.5	-2.7	-0.4	-1.3	0.4
CN1CCN(c2nc(-c3ccccn3)nc3ccccc23)CC1	-7.1	0.0	10.7	-1.0	1.4	11.8	-1.4	-0.1	-5.4
COc1cc(NS(=O)(=O)c2ccc(NC(=S)NC(=O)c3ccc(F)c(F)c3)cc2)nc(OC)n1	1.2	0.6	21.1	-2.7	-1.4	3.4	-8.9	-1.4	7.2
COCCNC(=S)N1C2CCC1CC(NC(=O)NC13CC4CC(CC(C4)C1)C3)C2 (stereo not drawn)	-2.2	0.1	1.0	-0.1	0.3	-2.5	-6.4	-4.4	-0.7
Cn1nc(C(C)(C)C)cc1N1C(=O)CCC1(C)C(=O)NC1CCCCC1 (stereo not drawn)	6.8	x	-2.2	-0.7	-0.4	x	-3.3	-2.9	-1.6

# Pulled one by one from the list above (2):
Compound	PrPC surface inh	UGM FP inh	CCHF vOTU inh	BoNT-A LC inh2	FBA Mtb inh	GDH-TPI inh	BoNT F protease	FadD28 FP inh	BioA inh
Cn1nc(C(C)(C)C)cc1N1C(=O)CCC1(C)C(=O)NC1CCCCC1 (stereo not drawn)	6.8	x	-2.2	-0.7	-0.4	x	-3.3	-2.9	-1.6
COc1ccc(N2CCN(C(=O)c3ccc(N(C)S(=O)(=O)c4ccc(C)cc4)cc3)CC2)cc1	1.6	-1.7	5.8	-0.7	-1.2	-3.2	-1.6	-1.8	x

# Further entries
Structure	PrPC surface inh	UGM FP inh	CCHF vOTU inh	BoNT-A LC inh2	FBA Mtb inh	GDH-TPI inh	BoNT F protease	FadD28 FP inh	BioA inh
Cc1cc[n+](CC(=O)c2ccc3c(c2)OCCO3)cc1	-7.4	-1.1	1.0	0.3	1.8	17.1	-0.5	-0.1	-1.9
COc1ccc(C(=O)NC(=S)N2CC(C)OC(C)C2)cc1 (stereo not drawn)	-1.9	5.4	-13.6	0.1	3.2	0.4	-5.6	-0.2	x
CCCSc1cc(=O)n(-c2ccccc2)nc1C(=O)O	-2.0	-1.2	1.6	-0.1	0.5	0.6	-1.2	-0.8	-0.3
CSCC[C@H](NC(=O)c1cc([N+](=O)[O-])ccc1Cl)c1nc2ccccc2[nH]1	-15.8	0.2	-1.4	-0.5	1.5	5.8	-7.5	-1.3	0.4
COc1cccc(NC(=O)c2ccccc2-c2nc(-c3ccc(Cl)cc3)no2)c1	-0.9	0.5	-2.8	0.4	1.0	9.0	-6.8	-1.9	0.3
COc1ccc(-n2nc(C(=O)NCC(=O)NCCC3=CCCCC3)c3ccccc3c2=O)c(OC)c1	-5.4	-1.3	-9.3	0.7	-4.4	-3.5	-0.9	-4.1	-2.9
COc1ccc(N2CC(C(=O)NC3CCSC3=O)CC2=O)cc1 (stereo not drawn)	-2.5	0.5	9.1	1.4	2.3	6.7	15.4	-0.5	x
Cn1c(O)c(/C=C2\C=Nc3ccc(Br)cc32)c(=O)n(C)c1=O	2.0	2.1	-11.1	-1.5	4.8	8.0	-2.6	0.8	-0.2
Cc1c(NC(=O)CN2C(=O)NC(C)(c3ccccc3Cl)C2=O)c(=O)n(-c2ccccc2)n1C (stereo not drawn)	x	1.1	x	0.1	0.7	5.5	-6.1	-2.6	x
COc1cccc(OC)c1OCC(=O)Nc1ccc(S(=O)(=O)N2CCCC2)cc1	-2.0	3.2	13.2	x	-0.6	2.5	x	-2.8	0.4
Cc1cccc(-n2ncc3c(NCCCN4CCCC4=O)ncnc32)c1	5.5	-0.6	-12.6	0.3	10.9	-3.3	23.0	-3.4	4.3
CCN(CC)C(=O)COc1ccc(/C=C(\C#N)S(=O)(=O)c2ccccc2)cc1OC	-11.7	-2.3	1.9	-1.0	0.4	-0.3	-6.6	-2.8	0.1
COC(C(=O)NC1CCCCCCC1)c1ccccc1 (stereo not drawn)	-4.6	1.4	-11.8	0.2	1.9	-3.7	-4.9	-1.7	-1.7
CCOC(=O)c1oc2cccc(O)c2c1CN(Cc1ccccc1)C(C)=O	3.3	-0.2	6.0	u	-2.6	-4.8	-0.5	-7.7	-3.7
CCC(=O)c1ccc(OCC(O)CN2CCN(c3ccccn3)CC2)cc1 (stereo not drawn)	2.6	-0.5	1.1	2.7	0.2	12.2	7.9	-0.4	0.3
COc1ccc(N2CC(C(=O)N3CCOCC3)CC2=O)cc1 (stereo not drawn)	1.4	0.1	-21.2	3.5	0.7	-5.2	11.2	-3.8	-0.5
CCN(CCNS(=O)(=O)c1ccc2c(c1)oc(=O)n2C)c1ccccc1	-0.1	0.0	-1.7	1.8	6.3	10.6	-0.1	-1.0	4.6
C[n+]1cccc(C(=O)NCC2CCCO2)c1 (stereo not drawn)	-4.5	0.2	6.6	1.4	2.7	2.6	7.3	-1.1	-1.5
CCOC(=O)C1=C(CCc2ccccc2)NC(=O)NC1c1ccc(Br)cc1 (stereo not drawn)	-5.3	-3.1	9.3	0.1	-0.6	-2.2	2.7	-5.0	-0.5
COc1ccc(CCNC(=O)c2ccc(CS(=O)(=O)Cc3ccc(C)cc3)o2)cc1OC	6.2	x	0.1	0.1	-2.3	6.5	-2.7	-2.5	1.5

# Part of the list above, reformatted.
# Under each structure: PrPC surface inh, UGM FP inh, CCHF vOTU inh, BoNT-A LC inh2, FBA Mtb inh, GDH-TPI inh, BoNT F protease, FadD28 FP inh, BioA inh
> Cc1c(NC(=O)CN2C(=O)NC(C)(c3ccccc3Cl)C2=O)c(=O)n(-c2ccccc2)n1C (stereo not drawn)
  x, 1.1, x, 0.1, 0.7, 5.5, -6.1, -2.6, x
> COc1cccc(OC)c1OCC(=O)Nc1ccc(S(=O)(=O)N2CCCC2)cc1
  -2.0, 3.2, 13.2, x, -0.6, 2.5, x, -2.8, 0.4
> Cc1cccc(-n2ncc3c(NCCCN4CCCC4=O)ncnc32)c1
  5.5, -0.6, -12.6, 0.3, 10.9, -3.3, 23.0, -3.4, 4.3
> CCN(CC)C(=O)COc1ccc(/C=C(\C#N)S(=O)(=O)c2ccccc2)cc1OC
  -11.7, -2.3, 1.9, -1.0, 0.4, -0.3, -6.6, -2.8, 0.1
> COC(C(=O)NC1CCCCCCC1)c1ccccc1 (stereo not drawn)
  -4.6, 1.4, -11.8, 0.2, 1.9, -3.7, -4.9, -1.7, -1.7
> CCOC(=O)c1oc2cccc(O)c2c1CN(Cc1ccccc1)C(C)=O
  3.3, -0.2, 6.0, u, -2.6, -4.8, -0.5, -7.7, -3.7
> CCC(=O)c1ccc(OCC(O)CN2CCN(c3ccccn3)CC2)cc1 (stereo not drawn)
  2.6, -0.5, 1.1, 2.7, 0.2, 12.2, 7.9, -0.4, 0.3
> COc1ccc(N2CC(C(=O)N3CCOCC3)CC2=O)cc1 (stereo not drawn)
  1.4, 0.1, -21.2, 3.5, 0.7, -5.2, 11.2, -3.8, -0.5
> CCN(CCNS(=O)(=O)c1ccc2c(c1)oc(=O)n2C)c1ccccc1
  -0.1, 0.0, -1.7, 1.8, 6.3, 10.6, -0.1, -1.0, 4.6
> C[n+]1cccc(C(=O)NCC2CCCO2)c1 (stereo not drawn)
  -4.5, 0.2, 6.6, 1.4, 2.7, 2.6, 7.3, -1.1, -1.5
> CCOC(=O)C1=C(CCc2ccccc2)NC(=O)NC1c1ccc(Br)cc1 (stereo not drawn)
  -5.3, -3.1, 9.3, 0.1, -0.6, -2.2, 2.7, -5.0, -0.5
> COc1ccc(CCNC(=O)c2ccc(CS(=O)(=O)Cc3ccc(C)cc3)o2)cc1OC
  6.2, x, 0.1, 0.1, -2.3, 6.5, -2.7, -2.5, 1.5

# Screening data as filed in PubChem.
